# Screening data from PubChem.
# Salmonella PhoP GFP = PhoP-dependent GFP reporter repression – Salmonella Typhimurium, primary screen (AID 1863) | S. Typhimurium PhoP-regulated promoter GFP reporter, 4 h; higher % means a stronger effect | inhibition, % at 50 µM, or IC50 in µM where a hit was titrated | hit rate 0.16% among 300,000;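 active means inhibition over 29.93%, a cutoff 3 SD above the screen mean, later confirmed by dose response; inconclusive means inhibition over 29.93% but no dose response follow-up; inactive means inhibition at most 29.93% or unconfirmed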;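 further: 0% = low Mg2+ inducing control and 100% = high Mg2+ repressing control; strong numbers were not always called active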
# T cell modulator = T cell immune modulation candidate. hit rate 0.068% among 330,000. 2C CD8+ T cell-vesicle binding, flow cytometry; stronger effect = lower value. AID 2052. calls only at 7 µM;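 active means response, share of CD8 T cells binding vesicles, and their 90th percentile fluorescence all below set limits, cut at about 80% in these data, passing the limit was not always enough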
#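 Test system: purified 2C TCR transgenic mouse naive CD8+ T cells. Probe or stimulus: QL9-peptide-loaded Drosophila micro-vesicles bearing Ld, ICAM-1 and B7-1. Incubation: binding step 1.5 h, 37 °C, antibody labelling 20 min, ice. Measured by: flow cytometry of vesicle-bound cells.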
# UTI89 phage lysis = inhibition of K1F phage lysis, E. coli UTI89, bacterial capsule biogenesis inhibitors, alamar blue (AID 488966); hit rate 0.02% among 340,000; inhibition, % at 100 µM; hits with a dose series show IC50 in µM; E. coli UTI89 K1F phage lysis, alamar blue, 2 h; higher % means a stronger effect;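 active means phage lysis inhibition, versus mean bacterial control, above a set limit; inconclusive means no clear call, values can overlap the other calls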;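 further: capsule biogenesis inhibitors block K1F phage lysis so surviving cells raise fluorescence; higher fluorescence means more inhibition of phage lysis; actives were called in the ten point dose series up to 300 µM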
# Myeloid diff MLP = myeloid differentiation induction; ER-HoxA9 myeloid progenitors, lysozyme-GFP differentiation, flow cytometry; calls only at 10 µM; hit rate 1% among 360,000;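 active means normalized GFP-positive differentiation at or above the plate's own cutoff, the solvent-only control mean plus 3 SD; inconclusive means no clear call, values can overlap the other calls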;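 further: cells exposed to compound for four days before flow analysis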
# RSV CPE inhibition = inhibition of RSV-induced cytopathic effect – HEp-2 cells, primary 10 µM value included (AID 2391). HEp-2 cells, RSV-induced CPE inhibition; higher % means a stronger effect. CPE inhibition, % at 10 µM, or IC50 in µM where a hit was titrated. hit rate 0.13% among 310,000; in the data active means a potency from the dose series; inconclusive means CPE inhibition mostly from about 23% at the one dose, without a potency; inactive means the rest, 99 in 100 with CPE inhibition below about 21%; further: strong numbers were not always called active
# NTR1 ag = NTR1-driven beta-arrestin-GFP spot formation – imaging, U2OS cells, high content, primary screen (AID 493036); P30989; agonist mode; activation, % at 20 µM; hit rate 0.17% among 330,000;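 active means activation at or above 40% of the spot to cytoplasm intensity ratio, with at least 20 cells analyzed; inconclusive means wells under 20 cells, flagged as cytotoxic or low count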;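 further: 0% = DMSO without peptide and 100% = 100 nM NTR1 peptide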
# Target sequence (P30989 whole entry, looked up): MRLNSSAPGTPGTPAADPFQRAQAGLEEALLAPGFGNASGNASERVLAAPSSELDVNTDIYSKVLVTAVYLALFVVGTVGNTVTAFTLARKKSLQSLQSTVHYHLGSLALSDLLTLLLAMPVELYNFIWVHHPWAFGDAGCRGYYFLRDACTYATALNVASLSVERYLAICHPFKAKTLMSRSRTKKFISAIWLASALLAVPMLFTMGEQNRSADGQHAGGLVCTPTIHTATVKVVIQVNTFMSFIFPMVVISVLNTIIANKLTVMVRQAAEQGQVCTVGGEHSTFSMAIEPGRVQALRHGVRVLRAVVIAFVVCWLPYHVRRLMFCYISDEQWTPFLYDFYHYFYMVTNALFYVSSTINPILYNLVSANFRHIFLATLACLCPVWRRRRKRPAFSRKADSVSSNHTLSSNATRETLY
# Rac1 GTP hydrolysis = MgcRacGAP GTPase-activating activity inhibitors, confirmation, biochemical, ADP Hunter fluorescence. MgcRacGAP-stimulated Rac1 GTP hydrolysis, ADP Hunter fluorescence; higher % means a stronger effect; GST-tagged Rac1 F28L mutant substrate. inhibition, % at 30 µM; hits with a dose series show IC50 in µM. hit rate 0.6% among 340,000;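 active means first-screen hits whose inhibition reached a set limit at any dose in the follow-up dose series; inconclusive means inhibition above the set first-screen limit but never retested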;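 further: fluorescence reports GDP produced by GAP-driven GTP hydrolysis; strong numbers were not always called active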
# Large T inhibition = TAg ATPase/helicase activity blockers – biochemical (AID 1903) | SV40 large T antigen ATPase/helicase inhibition assay; higher % means a stronger effect | hit rate 0.39% among 310,000 | one-dose inhibition, % at 20 µM; IC50 in µM for titrated hits; in the data active means a potency from the dose series; inconclusive means inhibition mostly from about 32% at the one dose, without a potency; inactive means the rest, 99 in 100 with inhibition below about 32%; further: strong numbers were not always called active
# TNAP activators = stimulation of alkaline phosphatase TNAP activity – biochemical, luminescent, no phosphate acceptor, uHTS, primary screen (AID 1001); hit rate 0.03% among 200,000; one-dose activation fold at 20 µM; EC50 in µM for titrated hits; purified TNAP, luminescent activation assay, no phosphate acceptor; higher activation fold means a stronger effect; in the data active means activation fold from about 3, or a potency from the dose series; inactive means the rest, 99 in 100 with activation fold below about 1.6; further: many of its hits are not listed in these tables
# T cell modulator vesicle-bound % = second read-out of T cell modulator, no call of its own (marks repeat the call); double positive events, %; measured here: CD8+ vesicle-bound cell fraction;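 binding gate set so that unloaded-vesicle control wells show 10% double positive cells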
# NTR1 ag cell count 20 µM = second read-out of NTR1 ag, no call of its own (marks repeat the call); cell count; measured here: cell count, cytotoxicity flag
# Myeloid diff MLP GFP+ MAC1+ % = further read-out of Myeloid diff MLP, marked with its call; GFP+ MAC1+ double positive, %; measured here: differentiation confirmed by MAC1 staining
# * = called active by the depositor; i = inactive; ? = inconclusive; nt = not tested or not shown; [ ] = dose if it differs, or a comment.
SMILES,Salmonella PhoP GFP,T cell modulator,T cell modulator vesicle-bound %,UTI89 phage lysis,Myeloid diff MLP,Myeloid diff MLP GFP+ MAC1+ %,RSV CPE inhibition,NTR1 ag,NTR1 ag cell count 20 µM,Rac1 GTP hydrolysis,Large T inhibition,TNAP activators
NC(=O)c1ccc(NC(=O)CS(=O)(=O)c2cn(CC(=O)N3CCCCC3)c3ccccc23)cc1,9%,i,63,0.2%,i,2.1,-0.1%,-0.2,77,8%,-3%,nt
Cc1ccc(-c2cc3nc(C)cc(C)n3n2)cc1,-1%,i,43,2.0%,i,0.1,2.3%,-0.5,27,6%,0%,1
S=C(NCc1ccc2c(c1)OCO2)Nc1ccc2nsnc2c1,0%,i,58,-0.8%,i,0.7,17%,-0.3,53,5%,20%,1
CCOC(=O)c1nn(-c2ccccc2)c2nnc(Cc3ccc(Cl)cc3)c(=O)n12,8%,i,56,1.1%,i,0.4,1.2%,1.3,55,5%,-7%,1
COCCN1Cc2cccc(C(=O)Nc3cccc(OC)c3)c2C1=O,8%,i,29,0.5%,i,1.1,2.3%,5.3,45,-3%,6%,1.1
CCN=C1S/C(=C\c2cn(C(C)=O)nc2-c2ccccc2)C(=O)N1CC,2%,i,34,-0.2%,i,0.7,14%,26,76,2%,7%,1.1
CCCNC(=O)c1onc(CS(=O)(=O)c2cc(C)cc(C)c2)c1C(=O)NCCC,nt,i,25,0.1%,i,0.1,nt,0.4,53,9%,nt,nt
COc1ccc(C(=O)CCS(=O)(=O)c2ccc(F)cc2)cc1OC,4%,i,37,0.2%,i,2.0,3.1%,-0.4,55,4%,20%,nt
O=C(CCS(=O)(=O)c1ccccc1)Nc1ccccn1,2%,i,37,0.4%,i,1.0,1.1%,-0.4,45,7%,4%,nt
C=CC[C@]12C[C@@H](OC)C(=O)C=C1O[C@@H](c1ccc(OC)c(OC)c1)[C@H]2C,3%,i,24,5.1%,i,4.0,nt,-1.5,85,12%,5%,nt
COc1ccc(-c2noc(CN(C(=O)c3ccc4c(c3)OCO4)C(C)C)n2)cc1OC,-4%,i,6,1.4%[50 µM],i,2.1,0.0%,-0.1,53,9%,8%,nt
COCCCNc1nnc(Cc2ccc(Cl)cc2)c(=O)[nH]1,-6%,i,51,0.2%,?,nt,-0.1%,1.4,67,10%,74%,nt
CCCN1C(=O)C(=O)N(CC(=O)c2cc(C)n(C3CC3)c2C)C1=O,nt,i,43,0.6%[50 µM],i,1.4,1.3%,0.6,64,4%,nt,nt
O=C(c1cc[n+]([O-])cc1)N1CCc2c([nH]c3ccccc23)C1c1ccccc1Cl (stereo not given),-1%,i,52,nt,i,0.2,0.7%,-0.5,33,nt,-13%,1.1
CC(C)=CC(=O)OCC(=O)Nc1ccc(Cl)cc1,1%,i,57,0.3%,i,0.4,9.8%,-0.5,65,2%,11%,1
O=C(NCc1ccco1)C1Cc2ccccc2CN1S(=O)(=O)c1ccccc1F (stereo not given),nt,i,56,3.5%,i,2.2,0.3%,2.4,85,7%,nt,nt
CC(C)(C)c1ccc(C(=O)N/N=C/c2ccccn2)cc1,-8%,i,23,0.1%,i,0.7,-1.2%,2.2,70,-3%,21%,nt
Cc1nnc(SC(C)C(=O)N2CCc3ccccc32)s1 (stereo not given),3%,i,13,1.4%,i,0.4,-0.2%,1.1,54,8%,2%,1.1
Cc1cccc(OCC(=O)NC(=S)Nc2ccccc2N2CCOCC2)c1,0%,i,24,3.9%,i,0.4,2.3%,12,44,10%,12%,1
CC1=C(C)C(=O)N(c2ccc(C(=O)O)cc2)C1=O,11%,i,28,1.6%,i,1.0,1.6%,-0.2,25,13%,24%,1
CCN(CC)C(=O)c1[nH]cnc1C(=O)N[C@@H](Cc1ccccc1)C(=O)OCc1ccccc1,4%,i,42,0.3%,i,0.5,1.1%,0.5,55,11%,9%,1
Cc1ccc(S(=O)(=O)N2CCCC(C(=O)NCC3COCCO3)C2)cc1 (stereo not given),-6%,i,51,0.6%,i,0.5,1.9%,0.8,39,4%,3%,1.1
CCc1cccc(NC(=O)CSCc2cc(=O)[nH][nH]2)c1,0%,i,20,-1.3%,i,5.0,0.8%,0.1,66,15%,31%,1.1
Cc1cc2oc(=O)cc(C)c2cc1NC(=O)CCC(=O)O,-6%,i,40,0.3%,i,7.1,0.3%,-0.1,45,4%,8%,1.2
CCOc1ccccc1C(=O)N(Cc1sccc1C)C1CCS(=O)(=O)C1 (stereo not given),-5%,i,60,-0.1%,i,1.3,2.7%,-0.3,69,4%,11%,nt
Cc1cccc2sc(NC(=O)CN(C)S(=O)(=O)c3ccc(Br)s3)nc12,-3%,i,38,7.9%,i,0.6,?,9.8,66,2%,10%,1
C=CCn1c(SCc2nc3ccccc3[nH]2)nnc1-c1ccccn1,6%,i,27,0.3%,i,1.2,0.3%,7.4,91,11%,-4%,1.1
CC1(C)C(=O)Nc2ccccc2N1C(=O)COC(=O)Cc1ccccc1F,nt,i,54,2.0%,i,0.6,nt,-2.1,50,-4%,nt,nt
Cc1ccc(S(=O)(=O)N(C)C)cc1NC(=O)C(C)OC(=O)C1CCCC1 (stereo not given),8%,i,41,1.0%[50 µM],i,0.5,-1.3%,0.0,59,5%,12%,nt
CNC(=S)N1CCN(c2nc(-c3ccc(Cl)cc3)cs2)CC1,-3%,i,58,0.4%,i,0.5,12%,2.1,67,8%,10%,nt
Cc1ccc(N=Nc2c(=O)[nH]n3c(=O)cc(C)[nH]c23)cc1,14%,i,43,0.4%,nt,nt,0.7%,-1.1,32,13%,20%,1.8
CCOc1ccc(-c2nnc(NC(=O)CCCOc3cccc(C)c3)o2)cc1,37%,i,13,0.2%,i,0.8,1.4%,-1.2,88,2%,3%,1
Cc1ccc(N(C(=O)CNC(=O)c2ccco2)C(C(=O)NC2CCCC2)c2ccncc2)cc1C (stereo not given),2%,i,22,0.0%,i,0.7,0.1%,1.3,60,5%,-4%,nt
CC1CCCCN1C(=O)c1c([N+](=O)[O-])cnn1C (stereo not given),7%,i,17,0.9%[50 µM],i,0.7,0.3%,0.2,63,8%,1%,nt
Cc1cc(NC(=O)CSc2nnc(CNC(=O)c3ccc(C(C)(C)C)cc3)o2)no1,5%,i,42,1.5%[50 µM],i,1.7,1.8%,2.0,42,4%,8%,nt
CC(=O)c1c(C)[nH]c(C(=O)Nc2cc(F)ccc2C)c1C,-8%,i,42,0.2%,i,0.4,2.3%,0.9,59,2%,2%,nt
Cc1noc(NS(=O)(=O)c2ccc(NC(=O)c3cc(-c4ccccc4Cl)nc4ccccc34)cc2)c1C,3%,i,48,-0.4%,i,0.2,11%,1.0,50,3%,18%,1
